BoNT-F LC inh = BoNT/F light chain protease inhibitors, primary screen, biochemical, flow cytometry, MLPCN library; Botulinum neurotoxin type F light chain protease (Clostridium botulinum); Multiplex microsphere protease cleavage assay; inhibition, % at 10 µM; 0.22% of 360,000 active; in the data active = inhibition above about 35%, passing the limit was not always enough; inconclusive = no clear call, values can overlap the other calls; also: plate controls were buffer without enzyme for full effect and enzyme alone for no effect
PrPC TRFRET = inhibitors of human cell surface prion protein PrPC, primary screen, cell-based, TR-FRET | Major prion protein (Homo sapiens), P04156 | TR-FRET read-out | inhibition, % at 13.8 µM | 0.43% of 370,000 active; in the data active = inhibition above about 24%; also: 0% = median of the test wells and 100% = reference compound wells
FadD28 FP inh = inhibitors of FadD28 bisubstrate probe binding, primary screen, biochemical, fluorescence polarization, single point | Mycobacterium tuberculosis FadD28 fatty-acid-AMP ligase | inhibition, % at 12.5 µM | 0.22% of 360,000 active | AID 588549, 2011; in the data active = inhibition above about 8.5%, passing the limit was not always enough; inconclusive = no clear call, values can overlap the other calls
Rv3671c protease = Rv3671c serine protease inhibitors, primary screen, biochemical, fluorescence polarization, M. tuberculosis H37Rv; AID 2606, 2010; inhibition, % at 5.96 µM; 0.048% of 320,000 active; P9WHR9; in the data active = inhibition above about 38%;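 also: extracellular domain of Rv3671c used as enzyme; 0% = enzyme with DMSO and 100% = no enzyme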
Mtb FBA inh = Mtb FBA enzyme inhibitors, primary screen, biochemical, fluorescence, strain H37Rv | AID 588726, 2011 | purified M. tuberculosis FBA, fluorescence read-out | inhibition, % at 1 µM | 2.3% of 360,000 active | Fructose-bisphosphate aldolase (Mycobacterium tuberculosis (strain ATCC 25618 / H37Rv)), …; in the data active = inhibition above about 27%;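 also: 0% = vehicle and 100% = reference inhibitor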
Target sequence (P9WQA3 whole entry, looked up): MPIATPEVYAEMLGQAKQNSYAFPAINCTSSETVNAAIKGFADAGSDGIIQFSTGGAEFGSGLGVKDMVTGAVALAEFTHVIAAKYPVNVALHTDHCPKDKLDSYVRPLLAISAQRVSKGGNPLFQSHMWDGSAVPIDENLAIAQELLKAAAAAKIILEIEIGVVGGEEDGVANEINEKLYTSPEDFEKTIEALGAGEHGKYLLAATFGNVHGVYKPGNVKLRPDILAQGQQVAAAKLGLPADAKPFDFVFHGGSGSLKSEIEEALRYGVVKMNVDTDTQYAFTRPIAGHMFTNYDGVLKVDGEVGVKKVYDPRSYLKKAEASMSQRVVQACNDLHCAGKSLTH
GDH-TPI counter = GDH-TPI coupling enzyme inhibitors, primary screen, artefact control for M. tuberculosis FBA inhibitor project, biochemical, absorbance, full deck; AID 588335, 2011; GDH-TPI coupled enzyme counterscreen, NADH absorbance; 1.2% of 360,000 active; inhibition, % at 4.8 µM; in the data active = inhibition above about 30%;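 also: 0% = DMSO wells and 100% = wells lacking the enzyme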
MazEF act = activators of E. coli MazEF toxin-antitoxin RNase, primary screen, biochemical, fluorescence, uHTS; Endoribonuclease toxin MazF (Escherichia coli (strain K12)), P0AE70; FAM/BHQ RNA-DNA oligo cleavage fluorescence, 5 h; activation, % at 20 µM; 0.32% of 350,000 active; AID 504720, 2011; in the data active = activation above about 50%
Target sequence (P0AE70 whole entry, looked up): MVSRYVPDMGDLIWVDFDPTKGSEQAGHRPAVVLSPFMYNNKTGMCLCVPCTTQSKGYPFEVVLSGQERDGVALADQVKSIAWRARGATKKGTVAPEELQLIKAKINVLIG
Mtb UGM inh = M. tuberculosis UGM enzyme inhibitors, primary screen, biochemical, fluorescence polarization, single point. purified UGM, fluorescence polarization probe displacement. inhibition, % at 10 µM. 0.06% of 320,000 active. AID 504406, 2011; in the data active = inhibition above about 10%, passing the limit was not always enough; inconclusive = no clear call, values can overlap the other calls
Target sequence (P9WIQ1 whole entry, looked up): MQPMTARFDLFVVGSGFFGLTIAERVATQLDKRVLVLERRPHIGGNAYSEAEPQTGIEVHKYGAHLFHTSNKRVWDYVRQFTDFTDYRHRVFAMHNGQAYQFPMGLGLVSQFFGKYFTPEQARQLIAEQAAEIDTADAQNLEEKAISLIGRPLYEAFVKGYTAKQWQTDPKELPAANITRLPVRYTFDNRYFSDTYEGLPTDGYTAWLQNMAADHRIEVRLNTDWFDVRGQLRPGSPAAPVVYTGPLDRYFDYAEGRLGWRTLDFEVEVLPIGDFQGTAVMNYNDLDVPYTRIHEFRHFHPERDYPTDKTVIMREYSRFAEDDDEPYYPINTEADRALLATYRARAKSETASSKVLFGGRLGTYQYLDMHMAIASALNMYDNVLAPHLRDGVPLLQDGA
Mtb BioA inh = M. tuberculosis BioA enzyme inhibitors, primary screen, biochemical, plate reader, single point, HTS. inhibition, % at 9.99 µM. purified M. tuberculosis BioA enzyme. AID 602481, 2012. 7,8-diaminopelargonic acid synthase BioA (Mycobacterium tuberculosis). 0.096% of 360,000 active; in the data active = inhibition above about 40%; inconclusive = no clear call, values can overlap the other calls
Active calls of the source: *; ? = inconclusive; nt = no result given; & = joins results of further samples. Rows were taken by chance. About 4.8% of those tested had a hit in this group.

SMILES	BoNT-F LC inh	PrPC TRFRET	FadD28 FP inh	Rv3671c protease	Mtb FBA inh	GDH-TPI counter	MazEF act	Mtb UGM inh	Mtb BioA inh
COc1cccc(OC)c1C(=O)NC(=S)Nc1ccc2c(c1)Cc1ccccc1-2	-12	-2	-3.9	-23	0	5	-20	-1.3	-0.3
CSc1ccccc1NC(=O)CSCc1nc2sc(C)c(C)c2c(=O)[nH]1	5	3	-3.5	2	-1	-7	3	-0.7	-2.5
CCc1c(O)nc(SCC(=O)Nc2nc3ccccc3s2)n(-c2ccc(C)cc2)c1=O	?	9	-2.9	-4	-2	-2	-6	3.3	-3.4
COc1ccc(NC(=O)CSc2ccc(-c3cccs3)nn2)c(OC)c1	2	14	-1.9	4	4	9	-1	-0.2	nt
O=C(CCCN1C(=O)/C(=C/c2cccs2)SC1=S)Nc1ccccc1O	-4	-10	-4.1	-36	-3	7	26	4.5	3.1
CC(=O)c1cccc(NC(=O)C(C)OC(=O)Cc2n[nH]c(=O)c3ccccc23)c1 (stereo unspecified)	9	-3	0.3	2	1	-2	6	-0.8	-0.5
C[C@@H]1CN([C@H](C)CO)C(=O)c2cccc(NS(=O)(=O)c3ccccc3)c2O[C@H]1CN(C)C	7	-6	-4.4	4	0	-6	4	0.7	4.7&-0.1
CCCCOc1ccc(/C=N/NC(=S)Nc2cc(C)ccc2C)cc1	?	-7	-0.1	2	2	40*	-3	2.9	-0.3
COc1cc2nc(CN(C)Cc3nc4ccccc4c(=O)[nH]3)[nH]c(=O)c2cc1OC	11	-5	-1.1	2	6	7	-6	-1.5	0.4
COc1ccc(CC2(CO)CCN(Cc3cnn(-c4ccccc4OC)c3)CC2)cc1	-2	-13	-3.0	-22	1	4	11	-2.0	0.5
COC(=O)c1cc(NC(=O)CN(c2ccc(OC)cc2)S(=O)(=O)c2ccc(F)cc2)ccc1Cl	-2	-7	-3.3	nt	-2	-10	10	nt	-0.1
Cc1cc(C)c(C)c(S(=O)(=O)N2CCC(C(=O)Nc3ccc(S(=O)(=O)N4CCOCC4)cc3)CC2)c1C	0	2	2.4	-86	-2	-7	-9	-0.9	-0.6
Nc1ccc(/C=C/C(=O)c2ccco2)cc1	0	2	0.5	-7	-9	6	-26	-1.9	nt
Fc1ccccc1-c1nnc2c3ccccc3nc(N3CCOCC3)n12	1	-9	-3.4	7	-1	-10	10	-1.4	0.5
CC1Cc2ccccc2N1C(=O)c1cnc2sccn2c1=O (stereo unspecified)	-9	-5	-2.1	1	1	23	13	2.5	-1.3
CN(C[C@H](Cc1ccccc1)N(C[C@H](Cc1ccccc1)N(CC1(c2ccccc2)CC1)N=O)N=O)N=O	-9	-1	-0.1	-7	1	11	0	0.1	-1.2
Cc1ccc(S(=O)(=O)N(C)C)cc1NC(=O)COC(=O)CCC1CCCC1	?	-2	1.7	0	4	12	-6	0.6	nt
Cc1ccc(C)c(S(=O)(=O)Nc2ccc(O)c3ccccc23)c1	-13	-15	0.2	-13	1	14	1	1.3	-0.2
CCCC(=O)NC(NC(=S)Nc1c(C)n(C)n(-c2ccccc2)c1=O)C(Cl)(Cl)Cl (stereo unspecified)	-1	0	-1.7	1	0	-10	-2	-6.8	0.5
O=c1oc2ccccc2c(N2CCC(c3ccccc3)CC2)c1[N+](=O)[O-]	-8	6	0.4	-4	-4	2	5	0.5	nt

Taken from above:
`C[C@@H]1CN([C@H](C)CO)C(=O)c2cccc(NS(=O)(=O)c3ccccc3)c2O[C@H]1CN(C)C` in GDH-TPI counter → -6
`COc1cccc(OC)c1C(=O)NC(=S)Nc1ccc2c(c1)Cc1ccccc1-2` in Mtb BioA inh → -0.3
`CC(=O)c1cccc(NC(=O)C(C)OC(=O)Cc2n[nH]c(=O)c3ccccc23)c1` (stereo unspecified) in PrPC TRFRET → -3

The listing continues.
SMILES	BoNT-F LC inh	PrPC TRFRET	FadD28 FP inh	Rv3671c protease	Mtb FBA inh	GDH-TPI counter	MazEF act	Mtb UGM inh	Mtb BioA inh
O=C(Nc1cccc(-n2cnnn2)c1)c1ccc(C(F)(F)F)cc1	9	2	-0.1	-15	4	5	13	-0.8	-1.4
CN1CCCCC1CCN1c2ccccc2Sc2ccc(S(C)=O)cc21 (stereo unspecified)	-2	-12	-1.8	-6&6	1	6	10	-1.3	1.0
COc1ccc(Br)cc1/C=N/NC(=O)c1ccc(OC)c(OC)c1	6	9	-15	-2	2	22	4	2.9	nt
Cn1c(O)c(C=NCCN2CCOCC2)c(=O)n(C)c1=S	-12	7	-1.2	5	0	26	2	0.6	nt
CCOC(=O)C1=C(C)N(c2ccc(C)cc2)C(=O)/C1=C\c1cccs1	-4	1	-1.0	-2	-1	7	15	-0.5	-1.6
CCOC(=O)c1csc(NC(=O)COc2ccc(Cl)cc2Cl)n1	0	-2	-1.1	-33	-3	4	1	2.5	1.1
O=C(CSc1cccc[n+]1[O-])NC1CCCCC1	?	-5	-0.3	0	0	-2	7	0.9	1.6
COc1ccccc1NS(=O)(=O)c1cc(C(=O)NC2CC(C)(C)NC(C)(C)C2)ccc1Cl	0	-9	-0.8	nt	7	5	11	nt	-4.9
Cc1c(OCC(N)=O)ccc2c(-c3ccccc3)cc(=O)oc12	-2	27*	-1.5	5	3	11	13	-0.1	-0.3
O=C(CCS(=O)(=O)c1ccc(Br)cc1)Nc1ccccc1Cl	12	-2	-0.2	1	-1	6	6	-2.4	-1.0
Cn1c(NC(=O)c2ccc(Cl)cc2)c(-c2ccccn2)c(=O)c2ccccc21	-12	2	-0.4	0	1	19	0	0.0	-2.3
CCCCN(C(=O)c1sc2nc3n(c(=O)c2c1C)CCC3)c1c(N)n(CC(C)C)c(=O)[nH]c1=O	-7	-6	-5.2	nt	0	4	-2	nt	-1.3
CCOC(=O)c1cnc2c(cnn2C)c1NCCC(O)C(F)(F)F (stereo unspecified)	4	-1	-1.1	-1	2	8	0	2.0	-3.0
CN(C(=O)COC(=O)C1CCN(S(=O)(=O)c2c(Cl)cccc2Cl)CC1)C1CCS(=O)(=O)C1 (stereo unspecified)	13	-12	-0.2	4	0	11	3	nt	0.2
CNC(=O)C1C2C=CC3(O2)C1C(=O)N(C1CC1)C3C(=O)NCc1ccc(OC)cc1 (stereo unspecified)	-1	-7	-0.1	-3	5	8	4	0.5	0.1
O=C1CN(C(=O)CN2C(=O)NC3(CCCCC3)C2=O)c2ccccc2N1	-3	-1	-0.6	1	1	7	-9	-1.4	nt
O=C(CN1C(=O)c2ccccc2S1(=O)=O)NCc1ccccc1Cl	-1	-1	1.8	-2	-1	5	16	0.0	-1.8
Cc1ccc2cc(CNC[C@H]3O[C@@H](n4cc(C)c(=O)[nH]c4=O)C[C@@H]3O)c(N3CCOCC3)nc2c1	-2	7	-3.1	nt	-1	5	6	nt	-2.3
O=C1CCC(O)CCN1CCSc1ccccc1 (stereo unspecified)	-5	2	-2.6	2	-1	-7	3	-1.4	-1.7
Cc1[nH][nH]c(=O)c1C(c1ccc2c(c1)OCO2)c1c(C)[nH][nH]c1=O	-1	1	0.4	1	3	3	-31	-1.5	nt
COc1cc2c(cc1OC)CN(C(=O)c1ccc(-c3ccccc3)cc1)CC2	3	9	-0.7	nt	-6	-3	9	0.2	-2.0
CCOC(=O)c1c(NC(=O)C2CCCCC2)sc2c1CCN(C(C)C)C2	2	-12	-3.3	-4	1	-7	8	0.4	2.5
CCCCn1c(N)c(N(Cc2ccccc2OC)C(=O)CCC(C)C)c(=O)[nH]c1=O	2	-4	0.4	-2	1	6	2	-1.6	-1.8
CSc1nnc(C)c(/C=C/NOCc2ccc(Cl)cc2)n1	0	2	-2.9	-6	4	-9	-19	-0.5	0.7
CCOC(=O)COc1ccc(Br)cc1/C=C1\SC(N)=NC1=O	?	-7	-4.3	4	1	15	6	2.5	0.1
Cc1ccc2nc(N3C(=O)C(O)=C(C(=O)c4ccc(C)o4)C3c3cccc(O)c3)sc2c1 (stereo unspecified)	-1	0	-1.4	0	-1	8	-14	5.8	nt
Cc1ccc(NC(=O)N2N=C(c3ccc(F)cc3)CC2c2ccc(F)cc2)cc1 (stereo unspecified)	2	0	-5.0	-1	1	10	0	-1.9	-1.1
C/C(CCc1ccccc1)=N/NC(=O)C(=O)NCc1ccccc1	3	5	0.7	4	-1	3	1	2.2	nt
Cc1ccc(-c2nnc(SCC(=O)O)n2N)cc1	-1	0	-0.7	-5	-1	7	1	0.6	0.9
O=C(NCc1ccccc1F)C1CCCN(S(=O)(=O)N2CCOCC2)C1 (stereo unspecified)	2	-1	-0.2	5	0	1	0	0.2	-0.3
COc1cccc(C2C(=O)c3ccccc3C2=O)c1	5	0	-1.3	-1	3	8	-16	-1.6	0.6
CNC(=O)CSc1n[nH]c(-c2cc(Cl)ccc2OC)n1	-1	-3	-1.4	5	2	6	3	1.0	nt
Cn1c(CSc2nnc(SCc3ccccc3)s2)nc2ccccc21	-1	7	-5.8	-10	1	1	2	0.4	2.7
COc1cc(C)c(S(=O)(=O)NCc2ccc3c(c2)OCO3)cc1C	-12	-7	-2.8	-6	-2	-5	1	3.2	12
Cc1ccsc1CN(C(=O)c1ccc([N+](=O)[O-])cc1)C1CCS(=O)(=O)C1 (stereo unspecified)	2	-33	-0.8	2	-1	-2	8	0.2	1.6
CN(C)/C=C/C(=O)c1ccc2noc(-c3ccc(F)cc3)c2c1	?	3	-3.9	-9	-3	15	0	2.0	-1.7
CC(=O)Nc1ccc(NC(=O)c2c(-c3ccccc3)noc2C)cn1	-10	0	-1.0	-2	-2	4	-5	-0.7	-0.2
CCCCCN1C=CC=C/C1=C\C=C(C#N)C#N	nt	-22	3.8	6	-25	2	-51	6.4	-4.3
O=C(NN=Cc1ccc2c(c1)OCO2)c1ccccc1	-12	4	-2.0	nt	-1	38*	0	nt	0.6
Cc1ccccc1C(=O)NC(=S)Nc1ccccc1C(F)(F)F	1	4	-4.1	1	0	3	-1	-3.9	-0.1
CCN(CC)CCCCOc1ccccc1OC	-1	-5	-2.0	-5	2	-4	-3	3.4	-0.6
COc1ccc(C(=O)NNC(=O)c2ccc3ccccc3c2)cc1	0	-8	-4.2	nt	-3	0	-1	nt	-3.3
O=C(Nc1nc2cc3c(cc2s1)OCCO3)c1ccco1	-19	1	-3.2	-6	0	35*	5	-0.4	-2.0
O=C1OC(NCc2cccnc2)(c2ccc(Cl)cc2)c2ccccc21 (stereo unspecified)	2	2	-1.7	5	4	-1	2	0.0	nt
CCOc1ccc(-c2nc(C#N)c(N3CCOCC3)o2)cc1	-7	-8	-0.3	-5	175*	13	5	-0.6	0.2
Cc1cc(C)cc(NC(=O)C(c2ccccc2)N2CCN(CC(=O)N3CCCC3)CC2)c1 (stereo unspecified)	-6	0	-3.4	nt	-1	1	7	nt	0.4
Cc1cccc(NC(=S)NC(C)(C)CC(C)(C)C)c1	1	10	-2.8	0	3	-2	-4	-0.1	nt
CCOC(=O)C1C(=O)Oc2ccc3ccccc3c2C1C1CCOC1=O (stereo unspecified)	-5	-5	0.1	-7	0	9	4	-2.2	-1.0
CCCCCc1ccc(-c2ccc(C(=O)O)cc2)nc1	-2	8	-5.0	-2	2	-5	-10	1.5	-0.2
COC(=O)Cc1cc(=O)[nH]c(/N=C(\N)Nc2ccc(C)cc2)n1	-3	-1	0.9	6	1	10	7	2.3	-1.2

Compound activity: PubChem BioAssay, several laboratories
